# Screening results: PubChem BioAssay, Broad Institute
# C2C12 statin: protects C2C12 myotubes from simvastatin toxicity. ATP luminescence, 48 h; scaled: DMSO 0, geranylgeraniol control 100. rescue of ATP level, % at 7.49 µM. hit rate 0.78% among 330,000. AID 602340;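 active means mean ATP rescue above about 67%, or every replicate alone reaching that limit, limit read from the data, passing the limit was not always enough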;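 further: myotubes were challenged with 10 µM simvastatin during compound exposure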
# GSIS activator: GLuc luminescence reporter in INS-1E cells, primary screen for activators of glucose-dependent secretion of insulin | activation, % at 16.6 µM | INS-1E GLuc reporter insulin secretion, 2-3 h | AID 743287 | hit rate 0.61% among 370,000;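 active means lowest replicate activation of at least 40%, so every replicate reaches that level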;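 further: 0% = median of neutral control wells and 100% = median of IBMX positive control wells; some compounds called inactive have numbers as strong as hits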
# ARNT-TACC3 inh: disrupts binding between human ARNT and TACC3; Q9Y6A5; AlphaScreen His-ARNT PAS-B/GST-TACC3 binding, luminescence; TACC3 fragment carries E629A point mutation; inhibition, % at 9.99 µM; hit rate 0.66% among 390,000; AID 623870;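 active means mean inhibition of replicates at least 50% and at least half of replicates each reaching 50%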;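 further: 0% = complete ARNT plus TACC3 wells and 100% = ARNT alone without TACC3; many hits fall short of the cut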
# LGR2 inh: blocks bursicon-induced cAMP signaling via Drosophila LGR2; hit rate 0.35% among 380,000; AID 720647; inhibition, % at 9.99 µM; HEK293 LGR2, CRE-luciferase, bursicon-stimulated, 4 h;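 active means drop in luminescence signal, shown as inhibition above about 50% in the replicate tests, limit read from the data, passing the limit was not always enough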;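 further: agonist challenge used bursicon conditioned medium at about half maximal strength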
# PGC1a acetyl inh: modulators of PGC1a acetylation. U2OS PGC1a acetylation, AlphaScreen anti-acetyl-lysine; with virally co-expressed GCN5 acetyltransferase. inhibition, % at 15.6 µM. hit rate 0.17% among 350,000. AID 651687;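 active means every replicate shows inhibition of at least 40%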;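 further: 0% = neutral control wells and 100% = positive control wells; some results beyond the cut were filed as inactive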
# Cneo AK release: causes C. neoformans cell lysis; lysis activity, % at 15 µM; hit rate 0.2% among 360,000; adenylate kinase release luminescence, 4 h; normalised: neutral wells 0, clomiphene wells 100;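 active means mean lysis activity across replicates of at least 80%, whatever share of replicates individually reach that level; inactive means mean lysis activity below 80%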
#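 Material – log-phase Cryptococcus neoformans yeast cells · Input – 5 × 10^6 yeast cells/mL · Medium – fresh YPD growth medium · Doses – single compound concentration per well · Timing – static 4 h at 37 °C with compound, 1 h detection · Detection – adenylate kinase release luminescence · Read-out – signal increase indicating cell lysis · Control set – Clomiphene as positive lysis control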
# PAX8 reporter: inhibitors of PAX8 transcriptional activity in RMG-I cells; hit rate 1.2% among 360,000; inhibition, % at 12.6 µM; RMG-I TPO-luciferase reporter, SteadyGlo, 24 h;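 active means mean replicate inhibition at least 60% with every replicate also reaching 60%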;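 further: luciferase light reporting Pax8 driven TPO promoter activity; plate controls were median of neutral control wells for no effect and mitoxantrone controls for full effect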
# PglD DTNB: inhibitors of Campylobacter jejuni PglD acetyltransferase | AID 602405 | inhibition, % at 12.5 µM | hit rate 0.098% among 360,000 | purified PglD enzyme, DTNB colorimetric CoA detection; in the data active means inhibition above about 16%, passing the limit was not always enough; further: strong numbers were not always called active
# * = called active by the depositor; nt = not tested or not shown; & = joins results of further samples.
compound	C2C12 statin	GSIS activator	ARNT-TACC3 inh	LGR2 inh	PGC1a acetyl inh	Cneo AK release	PAX8 reporter	PglD DTNB
COC(=O)c1ccc(NC(=O)c2ccc(OC(C)=O)c(OC)c2)cc1	-17	-6	2	-62	-1	-2	-123	-2
CC=Cc1ccc2n(c1=O)C[C@@H]1[C@@H](CO)[C@H](C(=O)NCCc3ccccc3)N(C(=O)CC)[C@H]21 (mixture of isomers)	9	16	-14	3	nt	1	-5	4
C/C=C/c1cnc2c(c1)C(=O)N([C@H](C)CO)C[C@@H](C)[C@H](CN(C)Cc1ccc3c(c1)OCO3)O2	-1	-4	nt	-32	-3	nt	-18	nt
COC(=O)Nc1ccc(S(=O)(=O)N2CCC(C(=O)NC3CCCCC3)CC2)cc1	nt	18	-8	10	nt	-2	2	0
O=C(C[C@H]1C=C[C@H](NC(=O)CCN2CCCCC2)[C@@H](CO)O1)NCc1ccc(Cl)c(Cl)c1	-6	-2	2	-17	7	-1	0	0
CCOC(=O)/C(C#N)=C\c1cc(OC)c(OC)cc1[N+](=O)[O-]	0	-6	-4	4	-1	nt	-7	nt
COc1ccccc1C#Cc1ccc2c(c1)O[C@@H](CN(C)Cc1cncnc1)[C@@H](C)CN([C@@H](C)CO)S2(=O)=O	-25	-1	7	5	12	12	6	-4
C[C@H](CO)N1C[C@H](C)[C@@H](CN(C)C(=O)Cc2ccccn2)Oc2cc(C#Cc3ccccc3)ccc2S1(=O)=O	21	10	1	1	2	1	nt	1
COc1ccc(S(=O)(=O)N(C)C[C@@H]2Oc3ccc(NC(=O)Cn4cnnn4)cc3CC(=O)N([C@@H](C)CO)C[C@@H]2C)cc1	2	18	-7	10	-4	1	nt	-2
CNS(=O)(=O)c1ccc(NC(=S)Nc2ccc3c(c2)OCO3)cc1	nt	5	6	-67	1	nt	-34	nt
C[C@H](NC(=O)CCCOc1ccc(Cl)cc1Cl)c1nnc2ccccn12	4	20	6	1	0	0	9	-2
O=C(NCCCn1ccnc1)c1ccc(Br)s1	-4	-1	4	-1	-1	0	9	1
CCOC(=O)N1CCC(NC(=O)CS(=O)(=O)Cc2nc(-c3ccc(C)cc3)oc2C)CC1	8	23	-7	-6	4	-1	4	-3
C[C@H](CO)N1C[C@H](C)[C@@H](CN(C)C(=O)c2ccc(F)cc2)Oc2cc(Br)ccc2S1(=O)=O	12&-12	-14&-5	-3	3&14	1&0	9&-1	18&-7	-3&-2
O=C(NCCc1csc(-c2cccnc2)n1)c1ccc(Br)o1	-5	-10	16	6	-24	0	8	5
CN(CCc1ccccc1)C(=O)c1cccc(NC(=O)Cc2cccc(NC(=O)C3CCCN(C(=O)C4CCC4)C3)c2)c1 (stereo unspecified)	-3	-7	1	-7	nt	-3	14	-6
CCN(CC)S(=O)(=O)c1cc(C(=O)OC)ccc1Cl	1	nt	-5	nt	8	3	-11	1
N#CCCN(C(=O)COc1ccc(Cl)cc1Cl)c1ccccc1	nt	nt	1	nt	8	-1	47	3
Cc1ccc(C(=O)NN2C(=O)C3C4c5ccccc5C(c5ccccc54)C3C2=O)cc1 (stereo unspecified)	-3	-38	-10	16	nt	nt	12	nt
O=C(C[C@@H]1CC[C@H]2[C@@H](COC[C@@H](O)CN2Cc2cccc(F)c2)O1)NCCc1ccncc1	5	1	-5	-34	3	-3	4	-1
CCc1nc2n[nH]c(N)c2c2c1CCCC2	1	121*	-1	0	-2	1	nt	2
COc1ccc(C2CC(=O)c3ccccc3O2)cc1 (stereo unspecified)	1	12	-2	-121	0	1	-264	-3
Cc1cc(C)cc(N(CC(=O)Nc2ccc(C)cc2Cl)S(=O)(=O)c2c(C)[nH]c(=O)[nH]c2=O)c1	-7	-22	18	-3	1	1	-10	0
COC(=O)CN(c1ccc(OC)cc1OC)S(=O)(=O)c1ccccc1[N+](=O)[O-]	0	11	-2	-30	9	nt	-13	nt
CC(C)(C)c1ccc(-c2n[nH]c(=S)n2Cc2ccccc2)cc1	10	3	-3	-1	-20	35	11	6
COc1ccc(-c2cc(C(=O)Nc3ccc(OC)c(OC)c3)no2)cc1	8	-7	-9	-2	38	0	1	-1
COc1ccc(CC(=O)Nc2ccc(S(=O)(=O)Nc3nccc(C)n3)cc2)cc1	8	17	4	5	2	3	nt	3
CC(C)Nc1nc(NCCOc2ccccc2Cl)c2sccc2n1	-35	18	nt	46	14	-5	18	-3
C[C@H]1CN([C@@H](C)CO)C(=O)Cc2cc(NC(=O)Cn3cnnn3)ccc2O[C@H]1CN(C)Cc1ccc(Oc2ccccc2)cc1	16	-6	0	-1	0	51	-31	-1
O=c1[nH]nc(-c2ccc(NCCCO)c([N+](=O)[O-])c2)c2ccccc12	-10	36	-11	-29	59*	-5	3	0
CCOc1cc(/C=C/c2ccc3cccc([N+](=O)[O-])c3n2)cc(Cl)c1O	6	-4	-5	32	nt	nt	9	nt
O=C(Nc1cccc(-c2nc3cc(Cl)ccc3o2)c1)C1CCCO1 (stereo unspecified)	-52	0	-4	-12	35	-1	nt	-2
Cn1cccc1-c1cc(C(=O)N2CCc3c([nH]c4ccccc34)C2c2ccccn2)[nH]n1 (stereo unspecified)	nt	-4	11	-12	nt	nt	33	nt
O=C(c1cc(COc2ccc(-n3cncn3)cc2)on1)N1CCCC1	3	-2	-1	18	nt	0	-3	3
Cc1ccc(S(=O)(=O)N(C)C[C@@H]2OCCCC[C@@H](C)Oc3ccc(NC(=O)NC(C)C)cc3C(=O)N([C@@H](C)CO)C[C@H]2C)cc1	nt	-2	-5	4	5	-2	-21	5
CC/C(=C(\c1ccc(O)cc1)c1ccc(OCCN(C)C)cc1)c1ccccc1	-4	nt	11	45	-63	-8	17	-2
Cc1ccc(S(=O)(=O)N(C)C[C@@H]2Oc3c(NC(=O)c4cc(C)nn4C)cccc3C(=O)N([C@@H](C)CO)C[C@H]2C)cc1	6	3	nt	7	-7	-4	-13	4
CCCC/C(C)=N/NC(=O)c1cn(-c2ccccc2)nc1-c1ccccc1	9	13	-6	-3	4	-1	4	-6
Cc1cc(C(=O)Nc2ccc3c(c2)C(=O)N(C)[C@@H]2CC[C@H](CC(=O)NC4CCCC4)O[C@H]2CO3)no1	7	9	-8	4	1	3	-3	0
Cc1ccc(-n2nnnc2SCC(=O)N2c3ccccc3NC(=O)C2(C)C)cc1	-12	nt	-27	nt	-17	1	19	-4
COc1cc(CNc2ccc(NC(C)=O)cc2)ccc1OCc1ccccc1C	-19	-5	-18	-36	-11	nt	-42	nt
COc1ccc(CNS(=O)(=O)c2ccc(-n3cccn3)cc2)cc1	6	42	4	13	3	-1	-6	4
COc1ccc2cc(CCNC(=O)c3ccc4c(c3)OCO4)c(=O)[nH]c2c1	nt	nt	-4	11	4	1	40	3
CN=C1SC(CC(=O)Nc2ccccc2F)C(=O)N1C (stereo unspecified)	4	17	-6	17	-2	0	-10	nt
COc1ccc(CN2C(=NC(=O)C3CCCO3)SC3CS(=O)(=O)CC32)cc1 (stereo unspecified)	-2	-2	-1	2	6	1	13	3

# Compound profiles, from the list above.
# Entry for COc1ccc(CN2C(=NC(=O)C3CCCO3)SC3CS(=O)(=O)CC32)cc1 (stereo unspecified) → C2C12 statin: -2; GSIS activator: -2; ARNT-TACC3 inh: -1; LGR2 inh: 2; PGC1a acetyl inh: 6; Cneo AK release: 1; PAX8 reporter: 13; PglD DTNB: 3
# Entry for CCCC/C(C)=N/NC(=O)c1cn(-c2ccccc2)nc1-c1ccccc1 → C2C12 statin: 9; GSIS activator: 13; ARNT-TACC3 inh: -6; LGR2 inh: -3; PGC1a acetyl inh: 4; Cneo AK release: -1; PAX8 reporter: 4; PglD DTNB: -6

# Carrying on:
compound	C2C12 statin	GSIS activator	ARNT-TACC3 inh	LGR2 inh	PGC1a acetyl inh	Cneo AK release	PAX8 reporter	PglD DTNB
CCCc1[nH]c(=O)c(C#N)c2c1COC(C)(C)C2	5	nt	-4	nt	4	-1	-24	2
COc1cc(NC(=O)Cn2cnc(S(=O)(=O)N3CCc4ccccc43)c2)cc(OC)c1OC	0	nt	12	-3	-17	11	8	-3
COC(=O)C1=C(COc2ccc(C=O)cc2OC)NC(=O)NC1c1cc(C)ccc1C (stereo unspecified)	nt	-2	-9	12	nt	nt	-7	nt
COc1ccccc1CCC(=O)Nc1nc2ccccc2[nH]1	-18	nt	nt	nt	9	3	-72	-1
CS(=O)(=O)Nc1ccc2c(c1)[C@@H]1C[C@H](CC(=O)NCC3CC3)O[C@@H](CO)[C@@H]1O2	3	8	-3	-6	3	-3	-2	2
CCNc1ccc(Br)cc(C(=O)/C=C/c2ccc3c(c2)OCO3)c1=O	41	nt	7	nt	12	-3	nt	-2
O=C(O)c1occc1CSc1ccccc1	11	-8	-11	12	-3	2	-4	1
CN(Cc1ccco1)C(=O)CCc1nc2sc3c(c2c(=O)[nH]1)CCCC3	0	6	nt	-5	nt	2	-3	2
N#CCCCCN1CCCC1	-4	4	-3	-3	8	1	-2	1
CS(=O)(=O)NCCCCCCNS(C)(=O)=O	nt	8	-36	11	6	nt	-2	nt
O=C(Nc1ccc(F)cc1)N[C@@H]1CC[C@@H](CC(=O)N2CCCCC2)O[C@@H]1CO	5	-7	nt	-23	-10	-2	-4	-2
O=C(COC(=O)Cc1ccc(Br)cc1)NC12CC3CC(CC(C3)C1)C2	19	nt	4	nt	-10	6	nt	2
COc1ccc(OCCC(=O)OCC(=O)Nc2cccc(Br)c2)cc1	nt	3	-1	-6	nt	nt	17	nt
CCNC(=O)C1(C)CCCN(Cc2noc(-c3c(C)noc3C)n2)C1 (stereo unspecified)	-2	nt	nt	-8	8	2	-7	-4
CC1CCN(c2nc3ccc(C(=O)NCCCN4CCCCC4)cc3s2)CC1	1	nt	0	-68	-24	0	-10	-1
Cc1cc(NS(=O)(=O)c2ccc(NC(=O)CSc3nc4ncccc4[nH]3)cc2)nc(C)n1	-9	38	14	1	-2	-2	10	3
COc1cccc(NC(=O)Nc2ccc3c(c2)OC[C@@H](C)NC[C@@H](C)[C@H](OC)CN(C)C3=O)c1	-5	6	3	-6	3	3	nt	0
CCCNC(=O)N(C)C[C@H]1Oc2ncc(-c3cccc(C#N)c3)cc2C(=O)N([C@H](C)CO)C[C@H]1C	2	7	-1	-11	3	-11	-5	0
COc1cccc(S(=O)(=O)N2CCCCN3[C@@H](CO)[C@@H](c4ccc(C#CC(C)C)cc4)[C@@H]3C2)c1	nt	-38	3	5	0	2	22	-4
CCOC(=O)c1c(N)sc(C(N)=O)c1C	13	nt	1	nt	1	1	-5	-15
O=C(/C=C/c1cc(Br)ccc1O)c1ccco1	nt	-48	7	27	-13	0	13	3
Cc1cccc(-n2nc(CC#N)c(C#N)c2N)c1	nt	21	2	-14	5	nt	8	nt
Nc1nonc1-n1nnc(C(=O)N/N=C/c2ccc(Br)cc2)c1CSC1=NCCS1	nt	-11	-5	6	-2	7	-2	1
COc1ccccc1-c1cnc2c(c1)C(=O)N([C@H](C)CO)C[C@@H](C)[C@@H](CN(C)C(=O)CC1CC1)O2	13	6	-11	-12	-3	3	nt	1
Cc1ccc(N2C(=O)C3C(C2=O)N2CCCN2C3c2ccccc2)cc1C (stereo unspecified)	nt	4	0	-21	-4	nt	19	nt
C[C@@H]1CN([C@H](C)CO)C(=O)c2cc(NS(C)(=O)=O)ccc2O[C@@H]1CN(C)C(=O)Nc1ccc(F)cc1	-2	5	10	10	0	-4	-26	1
O=C1CSC2=NC3(CO)Oc4ccccc4[C@H]([C@H]3CO)N12	nt	nt	-12	nt	7	7	2	1
C[C@H](CO)N1C[C@H](C)[C@@H](CN(C)S(=O)(=O)c2cccs2)Oc2ccc(NS(=O)(=O)c3ccc(Cl)cc3)cc2CC1=O	15	-33	2	-13	-7	-2	nt	3

# An unsorted share of the library. Share with any hit: about 2.9%.
